Screening data (PubChem BioAssay)
ATXN2 expr inh: inhibitors of ATXN2 expression. HEK-293 ATXN2-luciferase reporter, luminescence, 24 h. Potency, µM (series often up to 57 µM), inactives show at the top dose activity change, negative = inhibition, actives largely listed as inhibitors. actives 0.72% (n = 360,000). AID 1745845; further: potency means the concentration at half of the fitted maximal effect; on the % scale 0 is the no-effect control and ±100 the full control effect; nearly all actives have a fitted effect of over 55% in size
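ATXN2-luciferase reporter cells (luciferase flanked by upstream and downstream ATXN2 gene portions) were treated 24 h at 37 °C with compounds at up to 57 uM. SteadyGlo luminescence gave expression; GF-AFC fluorescence gave viability.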
ATXN viability: viability counter-screen for ATXN expression inhibitors. S2 cells (HEK-293 line with an ATXN2-luciferase reporter) viability, CellTiter-Fluor protease fluorescence, 24 h. Potency, µM (highest dose often 56.7 µM), actives largely listed as cytotoxic. actives 0.49% (n = 400,000); further: potency means the concentration at half of the fitted maximal effect; nearly all actives have a fitted effect of over 40% in size
HT1080-NT tox: kills 2HG-producing HT-1080-NT fibrosarcoma cells. HT-1080-NT fibrosarcoma viability, CellTiter-Glo ATP luminescence, 48 h. Potency, µM (doses to about 46.1 µM), for the others: at the highest dose activity, negative = less viability, most hits filed as cytotoxic. actives 1.6% (n = 360,000). AID 686970;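 further: NT is the 2HG producing partner of a matched IDH1 knockdown line; potency means the concentration at half of the fitted maximal effect; 0% = DMSO-treated cells and -100% = media-only wells without cells; nearly all actives have a fitted effect of over 55% in size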
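Toxicity toward the 2HG-producing NT line was scored as %Activity, normalised to DMSO and no-cell wells, from CellTiter-Glo luminescence after 48 hours' treatment.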
IL-1B inflam inh: inflammasome signaling inhibition, IL-1 beta readout | THP-1 LPS/ATP IL-1B secretion, AlphaLISA, 16 h; hits give low values | activity change, % at 57.5 µM | actives 4.7% (n = 360,000) | AID 743279; in the data active means activity change below about -50%; inconclusive means mostly about -30% to -49%; further: on the % scale 0 is the no-effect control and ±100 the full control effect
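THP-1 cells pretreated 1 hr with compounds (up to 57.5 uM final), then stimulated with LPS (250 ng/mL final) plus ATP (1.25 mM final); secreted IL-1B measured by AlphaLISA after 16 hr, decreased signal indicating inhibition.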
KB-V1 cytotox: kills drug-selected multidrug resistant KB-V1 cells; KB-V1 MDR cells viability, CellTiter-Glo, 72 h; Potency, µM (doses to about 46.1 µM), for the others: top-dose activity change, negative = cytotoxicity, actives largely listed as cytotoxic; actives 3.4% (n = 400,000); AID 1347076; further: potency means the concentration at half of the fitted maximal effect; on the % scale 0 is the no-effect control and ±100 the full control effect; nearly all actives have a fitted effect of over 60% in size
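qHTS viability screen in drug-selected KB-V1 MDR cells: 72 h compound treatment at 37 degrees C, ATP luminescence end point.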
KB-3-1 tox: kills parental KB-3-1 adenocarcinoma cells. Potency, µM (highest dose often 46.1 µM), for the others: at the top dose activity change, negative = cytotoxic, most hits filed as cytotoxic. actives 1.4% (n = 400,000). KB-3-1 viability, CellTiter-Glo ATP luminescence, 72 h; further: potency means the concentration at half of the fitted maximal effect; on the % scale 0 is the no-effect control and ±100 the full control effect; nearly all actives have a fitted effect of over 60% in size
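KB-3-1 cells, DMEM (no phenol red) + 10% FBS; compound by pin transfer, 72 h, 37 °C. Readout: CellTiter-Glo luminescence after 10 min. Data normalized, curve-fitted.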
HT1080 IDH1KD tx: HT-1080 IDH1 knockdown cell toxicity (counter line). HT-1080 IDH1 knockdown viability, ATP luminescence, 48 h. Potency, µM (titrated, usually from 46.1 µM), inactives show top-dose activity, negative = toxicity, actives largely listed as cytotoxic. actives 2% (n = 360,000). AID 686971;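 further: potency means the concentration at half of the fitted maximal effect; 0% = DMSO wells and -100% = cell-free medium wells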
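CellTiter-Glo luminescence after 48 h compound exposure at 37 degrees C of IDH1-knockdown HT-1080 cells in 5% FBS RPMI. %Activity scaled between DMSO wells and cell-free media wells, with curves fitted and assigned curve classes.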
MCF10A rerep: inducers of DNA re-replication in MCF 10A breast cells | MCF 10A DNA re-replication, Hoechst nuclear intensity, 48 h | Potency, µM (series often up to 46.1 µM), inactives show at the top dose activity, positive = re-replication, usual class: activators | actives 2.9% (n = 350,000); further: potency means the concentration at half of the fitted maximal effect; % of control where 0% means no effect; nearly all actives have a fitted effect of over 50% in size
SW480 rereplic: inducers of DNA re-replication in SW480 colon cancer cells; SW480 DNA re-replication, Hoechst DNA content imaging, 48 h; Potency, µM (titrated, usually from 46.1 µM), inactives show at the highest dose re-replication activation, most hits filed as activators; actives 1.8% (n = 340,000); AID 624297; further: potency means the concentration at half of the fitted maximal effect; % of control where 0% means no effect; nearly all actives have a fitted effect of over 55% in size
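DNA re-replication was detected as more nuclei of elevated Hoechst intensity after 48 hr exposure to compound (23 nL pinned per well of 250 cells).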
* hit, by the source's call; i = inactive; ? = inconclusive; . = no result given; & = joins results of further samples; [ ] = another dose, or the depositor's remark. Unless noted, the call rests on the fitted dose curve; in most records, active means well fitted curve in the direction sought with a large enough effect; inconclusive means small, poorly fitted or top-dose-only effect, or another doubt; inactive means no such curve, though single readings can be large; an effect the other way counts as inactive or inconclusive.

SMILES	ATXN2 expr inh	ATXN viability	HT1080-NT tox	IL-1B inflam inh	KB-V1 cytotox	KB-3-1 tox	HT1080 IDH1KD tx	MCF10A rerep	SW480 rereplic
O=C(Cc1cccs1)N1CCCC(c2nc3c(nnn3Cc3ccccc3Cl)c(=O)[nH]2)C1 (configuration not stated)	6%	i	-3%	25	?	-3%	?	-10%	1%
C=CC[C@@H](CC(=O)NCCO)C(=O)N[C@H](COC(=O)[C@H](CC=C)CC(=O)OC(C)(C)C)Cc1c[nH]c2ccccc12	-29%	i	-4%	-4	-1%	0%	0%	-50%[inhibitor]	22%
CCc1ccc(Cn2nnc(C(=O)Nc3ccc(C)cc3)c2N)cc1	-2%	i	.	.	0%	7%	.	.	.
Cc1ccccc1Oc1ccc(Oc2ccccc2C)nn1	52%[activator]	i	5%	7	-21%	-8%	?	10%	0%
O=C(N/N=C/c1ccccc1O)C1(O)c2ccccc2-c2ccccc21	-15%	i	-24%	73	0%	-4%	?	?	?
CC1(C(=O)Nc2ccc3ccccc3c2)CCC(=O)N1C1CC1 (configuration not stated)	8%	i	18%	4	-17%	0%	9%	.	.
COc1ccc(C(=O)Nc2ccc3c(c2)CCCN3S(=O)(=O)c2ccc(C)cc2)cc1	21%	i	.	.	?	?	.	.	.
O=C(Nc1ccc(Cl)c(Cl)c1)Nc1nnc(CC2=CCCCC2)s1	?	i	4%	0	-30%	?	7%	?	-7%
Cc1c(Cl)cccc1NC(=O)CCC(=O)NNC(=O)c1ccco1	3%	i	4%	28	4%	18%	-7%	-2%	-9%
CN(C)S(=O)(=O)N1CCC(CCCC2CCN(S(=O)(=O)N(C)C)CC2)CC1	-10%	i	13%	22	-19%	1%	4%	20%	9%
N/C(Cc1ccc([N+](=O)[O-])cc1)=N\OC(=O)CC1CCCCC1	-9%	i	22%	-3	34%	6%	21%	3%	-4%
CCOc1ccc(C(=O)N2CCCC(c3nc(-c4cccs4)no3)C2)cc1 (configuration not stated)	-6%	i	25%	-6	3%	0%	1%	1%	-2%
CCn1c(SCC(=O)NCC2CCCO2)nc2ccccc21 (configuration not stated)	10%	i	9%	31	19%	10%	10%	2%	-22%
CC1(Cc2ccc3ccccc3n2)C(=O)Nc2ccc(OC(F)(F)F)cc21 (configuration not stated)	-22%	i	-19%	-4	-1%	0%	-18%	.	.
COc1ccccc1/C=C1\SC(=O)N(CC(=O)N(C)C2CCS(=O)(=O)C2)C1=O (configuration not stated)	13%	i	21%	0	0%	3%	2%	8%	17%
CCn1c(=O)c(C(=O)Nc2ccc(C(C)=O)cc2)nc2ccccc21	12%	i	.	.	9%	2%	.	.	.
CC(=O)Nc1ccc(OCC(O)Cn2nc(C)c(Br)c2C)cc1 (configuration not stated)	2%	i	0%	2	-4%	28%	-3%	1%	-2%
Cn1c(=O)n(C)c2cc(NS(=O)(=O)c3ccc(Br)s3)ccc21	98%[activator]	i	-16%	15	-23%	-27%	-22%	?	-17%
CC(C)c1ccc(NC(=S)NCc2ccc3c(c2)OCO3)cc1	-2%	i	-16%	?	14%	1%	-24%	1%	-10%
O=C(O)CCC(=O)Nc1ccc(Cc2ccc(NC(=O)CCC(=O)O)c(O)c2)cc1O	6%	i	0%	-9	11%	15%	0%	5%	-5%
CCOC(=O)c1c(N2C(=O)Nc3ccccc3N2O)n[nH]c1-c1cccc(Cl)c1	-1%	i	-1%	-11	?	10%	-10%	?	-3%
NC(=O)c1cccnc1Sc1ccc(Cl)cc1	-7%	i	7%	32	8%	-1%	5%	13%	1%
Cc1ccc(-n2nc3c(c2NC(=O)C2CC2)CS(=O)(=O)C3)cc1C	2%	i	8%	0	8%	7%	6%	0%	-10%
Cc1cc(C)c2nc(NC(=O)c3ccc(S(=O)(=O)N4CCCC4)cc3)sc2c1	-5%	i	.	.	-8%	-2%	.	.	.
N#C/C(=C\c1ccccc1)C(=O)N1CCN(c2ccccc2F)CC1	14%	i	-11%	-6	2%	0%	-6%	?	5%

Already shown: entries from further up.
SMILES	ATXN2 expr inh	ATXN viability	HT1080-NT tox	IL-1B inflam inh	KB-V1 cytotox	KB-3-1 tox	HT1080 IDH1KD tx	MCF10A rerep	SW480 rereplic
O=C(Cc1cccs1)N1CCCC(c2nc3c(nnn3Cc3ccccc3Cl)c(=O)[nH]2)C1 (configuration not stated)	6%	i	-3%	25	?	-3%	?	-10%	1%
C=CC[C@@H](CC(=O)NCCO)C(=O)N[C@H](COC(=O)[C@H](CC=C)CC(=O)OC(C)(C)C)Cc1c[nH]c2ccccc12	-29%	i	-4%	-4	-1%	0%	0%	-50%[inhibitor]	22%
CCc1ccc(Cn2nnc(C(=O)Nc3ccc(C)cc3)c2N)cc1	-2%	i	.	.	0%	7%	.	.	.
Cc1ccccc1Oc1ccc(Oc2ccccc2C)nn1	52%[activator]	i	5%	7	-21%	-8%	?	10%	0%

The listing picks up, starting 4 compounds before the break.
SMILES	ATXN2 expr inh	ATXN viability	HT1080-NT tox	IL-1B inflam inh	KB-V1 cytotox	KB-3-1 tox	HT1080 IDH1KD tx	MCF10A rerep	SW480 rereplic
NC(=O)c1cccnc1Sc1ccc(Cl)cc1	-7%	i	7%	32	8%	-1%	5%	13%	1%
Cc1ccc(-n2nc3c(c2NC(=O)C2CC2)CS(=O)(=O)C3)cc1C	2%	i	8%	0	8%	7%	6%	0%	-10%
Cc1cc(C)c2nc(NC(=O)c3ccc(S(=O)(=O)N4CCCC4)cc3)sc2c1	-5%	i	.	.	-8%	-2%	.	.	.
N#C/C(=C\c1ccccc1)C(=O)N1CCN(c2ccccc2F)CC1	14%	i	-11%	-6	2%	0%	-6%	?	5%
COc1ccc(C(=O)c2ccccc2O)c(O)c1	8%&25%	i	-20%	-14	-2%	-4%	-17%	9%	-38%[inhibitor]
CCc1ccc(NC(=O)COC(=O)Cn2cnc3ccccc32)cc1	3%	i	9%	3	18%	12%	9%	-2%	-6%
Cc1nc2ccc(NC(=O)NCc3ccco3)cc2s1	29%	i	12%	-10	?	0%	2%	-5%	0%
C=CCSc1nnc(NC(=O)C23CC4CC(CC(NC(C)=O)(C4)C2)C3)s1	9%	i	20%	0	7%	20%	13%	-4%	20%
COc1cc(-c2nc(-c3cccc(Cl)c3)c(-c3ccccc3)[nH]2)cc(OC)c1OC	-36%	?	.	.	0%	?	.	.	.
COc1ccc2[nH]c3c(c2c1)CCN1C(=O)C(CC(=O)NCCN2CCOCC2)C[C@H](C(=O)N2CCOCC2)[C@@]31CCC1CCCC1 (some centres not stated)	4%	i	-4%	4	-1%	0%	0%	?	9%
Cc1ccc(S(=O)(=O)NCC(=O)OCC(=O)NCc2cccs2)cc1	0%	i	2%	-5	0%	-6%	0%	-12%	?
CCOC(=O)c1cc(CC)sc1/N=C/C1=C(O)CC(C)(C)CC1=O	3%	i	-3%	8	-1%	-10%	17%	?	-8%
CC1([N+](=O)[O-])COC2(CCCCC2)OC1	2%	i	17%	-6	-7%	4%	3%	-1%	1%
CCn1c(SCC(=O)N/N=C/c2ccc(C)o2)nnc1-c1ccc(C)cc1	-11%	?	4%	6	?	-1%	6%	-2%	-1%
COc1ccc(S(=O)(=O)N2CCCC2C(=O)NCc2ccccc2Cl)cc1 (configuration not stated)	-11%	i	0%	8	?	-11%	-1%	0%	-11%
COc1ccccc1/C=C/C=N/NC(=O)c1cc(-c2ccco2)[nH]n1	-19%	?	-29%	-28	?	9%	?	?	1%
O=C(COC(=O)c1c(F)cccc1F)Nc1ccc2[nH]c(=O)[nH]c2c1	1%	i	14%	13	-7%	-2%	18%	0%	-5%
O=C(/C=C/c1cccc(C(F)(F)F)c1)Nc1cccc(C(F)(F)F)c1	?	?	11µM*	-92*	?	?	7.9µM*	12%	-1%
CC(C)NC(=O)NC(=O)CSc1ccc(S(=O)(=O)N2CCOCC2)cn1	-7%	i	2%	-6	-16%	0%	0%	6%	-4%
O=C(c1ccc(=O)oc1)N1CCOCC1	4%	i	0%	8	-8%	-10%	-1%	20%	?
COc1ccc(C(=O)NC2CCCc3ccccc32)cc1 (configuration not stated)	11%	i	-2%	-4	-1%	-3%	?	15%	-9%
Cc1ccc(C(=O)Cn2nnc3ccccc32)cc1C	61%[activator]	i	7%	?	?	14%	12%	2%	-3%
O=C(CN1c2cccc3cccc(c23)S1(=O)=O)NCc1ccc2c(c1)OCO2	7%	i	-10%	3	?	-8%	3%	-6%	-2%
CCC(C(=O)OCc1csc(CC(=O)Nc2ccccc2C)n1)c1ccccc1 (configuration not stated)	-15%	i	-13%	0	?	-9%	-14%	2%	19%
c1coc(-c2ccnc(-n3cccc3)n2)c1	-7%[2.22 µM]	i	14%	12	4%	-6%	9%	9%	1%[1.84 µM]
CCOC(=O)CC(NC(=O)c1cccc2c1C(=O)N(Cc1cccnc1)C2)c1ccc(OC(C)C)cc1 (configuration not stated)	-15%	?	-1%	0	-20%	12%	3%	8%	-2%
CCN(CC)c1ccc(/C=N/NC(=O)c2c[nH]c3ccccc23)cc1	2%	i	?	-27	2%	-11%	-29%	?	3%
Cc1ccc(OCC(=O)Nc2ccccc2[N+](=O)[O-])c(Br)c1	76%[activator][11.3 µM]	i	2%	-16	-6%	2%	5%	-3%	-6%
COC(=O)C1=C(C)NC(=O)/C1=C\c1cc(C)n(-c2c(C)cccc2C)c1C	-2%	?	-4%	-4	-30%	0%	3%	5.8µM*	?
COc1ccccc1NC(=O)Nn1cnnc1	-8%	i	0%	7	?	0%	13%	-7%	-6%
